Luc counter – blocks Kinase-Glo luciferase, a counter-screen artifact. 200,000 tested, 0.28% active. Potency, µM (top dose mostly 38.3 µM), without a hit: top-dose activity change, negative = inhibition, hits mostly inhibitors. Kinase-Glo luciferase, ATP luminescence, 8 min. AID 1379. Q27757; note: % is set by controls: 0 for no effect and ±100 for the full control effect; nearly all actives have a fitted effect of over 60% in size
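Light output from Kinase-Glo luciferase with luciferin and 10 uM ATP in 50 mM imidazole pH 7.2, KCl, MgCl2, Tween 20, BSA; compound pin-delivered, 8-min ambient incubation, then luminescence read.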
ALDH1A1 inh – inhibitors of human aldehyde dehydrogenase 1A1; Purified ALDH1A1, NADH fluorescence, propionaldehyde substrate; Potency, µM (titrated, usually from 75.3 µM), for the others: top-dose activity, negative = inhibition, most hits filed as inhibitors; 220,000 tested, 7.3% active; active = well fitted inhibition curve with a large enough effect, not every such curve was filed as active; inconclusive = small, poorly fitted or top-dose-only effect, or another doubt; inactive = no such curve, though single readings can be large or run the other way;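 note: plate controls were no enzyme wells and a reference inhibitor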
L3MBTL1 block – L3MBTL1 (human) inhibition | 230,000 tested, 0.66% active | Potency, µM (series often up to 57.1 µM), inactives show at the top dose activity, negative = inhibition, most hits filed as inhibitors | AlphaScreen L3MBTL1–H3K9me1 peptide binding | AID 485360 | Q9Y468; note: % is set by controls: 0 for no effect and ±100 for the full control effect; nearly all actives have a fitted effect of over 60% in size
Target sequence (Q9Y468 whole entry, looked up): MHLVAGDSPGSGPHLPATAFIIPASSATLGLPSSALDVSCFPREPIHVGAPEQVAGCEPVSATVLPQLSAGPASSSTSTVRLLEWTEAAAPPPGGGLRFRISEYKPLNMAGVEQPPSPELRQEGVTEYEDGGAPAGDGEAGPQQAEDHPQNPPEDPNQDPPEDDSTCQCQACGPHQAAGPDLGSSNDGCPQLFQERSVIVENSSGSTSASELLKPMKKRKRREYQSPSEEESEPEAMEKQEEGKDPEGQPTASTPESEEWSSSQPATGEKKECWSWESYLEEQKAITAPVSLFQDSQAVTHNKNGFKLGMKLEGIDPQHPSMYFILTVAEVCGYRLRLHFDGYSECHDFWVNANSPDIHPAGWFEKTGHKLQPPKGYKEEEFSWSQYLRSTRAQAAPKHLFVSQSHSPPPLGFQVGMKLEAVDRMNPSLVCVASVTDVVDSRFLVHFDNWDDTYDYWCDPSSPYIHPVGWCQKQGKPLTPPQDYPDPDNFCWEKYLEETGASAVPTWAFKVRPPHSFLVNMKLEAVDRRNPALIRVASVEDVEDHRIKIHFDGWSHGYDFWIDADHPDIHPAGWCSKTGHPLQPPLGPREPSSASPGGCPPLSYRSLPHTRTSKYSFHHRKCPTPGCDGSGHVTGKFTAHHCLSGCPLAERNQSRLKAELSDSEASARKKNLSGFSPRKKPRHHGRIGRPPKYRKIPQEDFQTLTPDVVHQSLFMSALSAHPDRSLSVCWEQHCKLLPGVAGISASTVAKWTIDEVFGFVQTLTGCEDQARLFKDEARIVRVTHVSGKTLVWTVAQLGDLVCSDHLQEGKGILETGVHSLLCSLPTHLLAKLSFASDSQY
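AlphaScreen assay: L3MBTL1 (50 nM final) was preincubated 30 min at room temperature with biotinylated H3(1-15)K9me1 peptide (75 nM final), then 30 min with library compounds; streptavidin donor and nickel chelate acceptor beads (10 ug/mL final) added, 30 min dark.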
LMNA splice mod – modulators of lamin A splicing; HeLa LMNA splicing GFP/RFP minigene ratio, 48 h; Potency, µM (titrated, usually from 46.1 µM), for inactives: at the top dose ratio change, negative = inhibition, usual class: inhibitors; 200,000 tested, 0.01% active; AID 1487; active = well fitted inhibition curve with a large enough effect in the signal ratio, with a control signal flat, not every such curve was filed as active; inconclusive = small, poorly fitted or top-dose-only effect, or effect the other way, or a change in a side signal; the % refers to the signal ratio; note: % is set by controls: 0 for no effect and ±100 for the full control effect
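S3 HeLa stable clones carrying a lamin A-EGFP splicing minigene plus DsRed2 were seeded at 600 cells/well in Opti-MEM with 2% FBS, pin-dosed and incubated 48 h at 37°C. Acumen cytometry (488 nm) gave the GFP/RFP total-intensity ratio.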
Tau ThT inhib – blocks human tau fibril formation measured by thioflavin T | recombinant tau K18 P301L (four-repeat tau fragment), heparin-induced fibrillization, ThT fluorescence | Potency, µM (series often up to 57.4 µM), inactives show at the top dose activity, negative = inhibition, most hits filed as inhibitors | 270,000 tested, 2.1% active; note: % is set by controls: 0 for no effect and ±100 for the full control effect; nearly all actives have a fitted effect of over 55% in size
Target sequence (P10636 561-689 P618L limits assumed): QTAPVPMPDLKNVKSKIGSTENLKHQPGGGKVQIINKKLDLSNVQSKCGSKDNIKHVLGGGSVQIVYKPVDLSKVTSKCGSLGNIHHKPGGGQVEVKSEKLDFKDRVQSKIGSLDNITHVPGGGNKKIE
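Tau K18 P301L fragment (15 uM unlabeled plus 0.24 uM Alexa 594-labeled) in 100 mM sodium acetate pH 7 with compound, fibrillization induced by 20 uM heparin for 6 hr at 37 C. Thioflavin T (30 uM) added, fluorescence read after 1 hr (ex 450, em 510 nm).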
SMN2 splice enh – enhancers of SMN2 splice variant expression. AID 1458. Potency, µM (top dose mostly 46.1 µM), for inactives: at the highest dose activity change, positive = activation, most hits filed as activators. 210,000 tested, 2.8% active. HEK293 SMN2-luciferase splicing reporter, luminescence, 30-36 h; note: % of control where 0% means no effect; nearly all actives have a fitted effect of over 55% in size
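HEK293 cells carry an SMN2 […]–luciferase reporter in which exon 7 inclusion puts luciferase in frame. Cells were plated 10-12 h before compound addition, then incubated 30-36 h at 37C. ONE-Glo luminescence was read; sodium butyrate at 4.5 mM final served as control.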
RECQ1 inh – inhibitors of human RECQ1 DNA helicase; RECQ1 DNA unwinding, red fluorescence kinetic read; Potency, µM (series often up to 57.3 µM), without a hit: top-dose activity, negative = inhibition, actives largely listed as inhibitors; 240,000 tested, 0.54% active; AID 2549;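 note: plate controls were vehicle for no effect and no enzyme for full effect; nearly all actives have a fitted effect of over 30% in size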
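RECQ1T1 50 nM; forked duplex (20 bp + 30-nt ss tails) 200 nM, ATP 2 mM final; pH 8.0, 2 mM MgCl2, 2.5 ug/ml poly(dI-dC); 15 min compound preincubation; discontinuous kinetic read over 2 h at RT.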
KDM4E inh – JMJD2E (human) inhibition; 230,000 tested, 1.6% active; Potency, µM (series often up to 57.1 µM), for the others: at the top dose activity change, negative = inhibition, hits mostly inhibitors; JMJD2E catalytic domain, FDH-coupled NADH fluorescence (FDH is formaldehyde dehydrogenase); active = well fitted inhibition curve with a large enough effect, not every such curve was filed as active; inconclusive = small, poorly fitted or top-dose-only effect, or another doubt; inactive = no such curve, though single readings can be large or run the other way;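 note: 0% = wells with enzyme and -100% = buffer wells without enzyme; nearly all actives have a fitted effect of over 50% in size; many of its hits are not listed in these tables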
* marks the source's active call; other numbers are inactive results; i = inactive; ? = inconclusive; / = no result given; [ ] = remark or other dose. Unless noted, calls come from the whole dose curve; as a rule, active = well fitted curve in the direction sought with a large enough effect; inconclusive = small, poorly fitted or top-dose-only effect, or another doubt; inactive = no such curve, though single readings can be large; an effect the other way counts as inactive or inconclusive. Potency is the fitted concentration of half-maximal effect. An excerpt; the hit share may differ from the screen's.

[1] COc1ccc([N+](=O)[O-])cc1NC(=O)CC(c1ccccc1)c1ccccc1
[2] COc1ccccc1NC(=O)CSc1nc(O)cc(=O)n1C
[3] Cc1cccc(C)c1NC(=O)CSc1nnnn1-c1ccc(C(=O)O)cc1
[4] CCC1(COC(NC(=O)c2cccnc2)(C(F)(F)F)C(F)(F)F)COC1
[5] Cc1nn(C)cc1/C=C/C(=O)c1ccc(O)cc1

compound no.	1	2	3	4	5
Luc counter	-3.0%	0.3%	3.1%	-2.2%	-6.1%
ALDH1A1 inh	3.2%	6.2%	2.4%	3.3%	10.1%
L3MBTL1 block	0.8%	/	5.2%	/	6.1%
LMNA splice mod	-7.1%	3.9%	0.7%	-3.7%	?
Tau ThT inhib	-4.0%	-19.9%	-9.2%	-6.3%	?
SMN2 splice enh	-28.5%	24.0%	-10.9%	/	-9.8%[1.84 µM]
RECQ1 inh	-5.8%	-3.0%	-12.5%	-2.2%	-3.7%
KDM4E inh	-2.1%	7.2%	1.0%	-6.2%	-14.6%

[6] Cc1ccc(CSc2nnc(CCCCCNC(=O)OC(C)(C)C)o2)cc1
[7] Cc1c(C(=O)NCc2ccc3c(c2)OCO3)oc2ccc(S(=O)(=O)N3CCCCCC3)cc12
[8] Clc1ccc(CNCc2cccs2)c(Cl)c1
[9] COC(=O)c1ccc(N2CN=C(c3ccc(C)cc3)NC2=S)cc1
[10] O=C(NNC(=O)C1[C@H]2CCCC[C@@H]12)Nc1cccc2ccccc12 (stereo partly specified)

compound no.	6	7	8	9	10
Luc counter	/	2.2%	-3.0%	1.8%	/
ALDH1A1 inh	/	?	-5.2%	-2.2%	/
L3MBTL1 block	22.5%	/	24.0%	-9.2%	-5.3%
LMNA splice mod	/	?	-9.5%	?	/
Tau ThT inhib	-13.1%	-3.0%	8.5%	-13.4%	-0.6%
SMN2 splice enh	/	-33.2%[inhibitor]	-1.5%	-4.6%	/
RECQ1 inh	-20.0%	i	-4.6%	-19.2%	i
KDM4E inh	3.7%	?	-3.1%	0.5%	?

[11] COc1cc2c(cc1NC(=O)COC(=O)CNC(=O)c1ccccc1)oc1ccccc12
[12] CCC(C)N(NC(C)=O)c1nc(Cl)nc(NC(C)(C)C)n1 (stereo unspecified)
[13] COCCN(CCOC)S(=O)(=O)c1ccc(C(=O)Nc2c(C)n(C)n(-c3ccccc3)c2=O)cc1
[14] COc1cnc(-c2ccccn2)nc1Sc1ccc(F)cc1
[15] COc1ccc(C2SCCN2C(=S)Nc2ccc(F)cc2)cc1 (stereo unspecified)

compound no.	11	12	13	14	15
Luc counter	/	-3.2%	/	-1.0%	0.0%
ALDH1A1 inh	-93.8%	1.3%	/	7.94µM*	?
L3MBTL1 block	1.6%	/	10.5%	?	8.4%
LMNA splice mod	/	20.6%	/	-20.4%[46 µM]	?
Tau ThT inhib	-1.7%	6.0%	-5.9%	-7.4%	-15.6%
SMN2 splice enh	/	5.5%	/	-93.0%[inhibitor]	-16.7%
RECQ1 inh	i	-11.3%	-6.4%	5.6%	-5.6%
KDM4E inh	64.0%	3.2%	-0.6%	4.0%	?

[16] CC1(C)CC(NS(=O)(=O)c2ccc(S(=O)(=O)N3CCOCC3)cc2)CCO1 (stereo unspecified)
[17] c1ccc(OCc2nn3c(-c4cccnc4)nnc3s2)cc1
[18] S=C(NCc1ccc(Cl)cc1)Nc1ccccc1Cl
[19] COC(=O)COc1cc2ccccc2cc1C(=O)Nc1ccccc1
[20] CC(C)COc1ccccc1C(=O)NC(CO)C(=O)O (stereo unspecified)

compound no.	16	17	18	19	20
Luc counter	-0.9%	-2.1%	-1.9%	2.6%	-4.1%
ALDH1A1 inh	7.1%	-14.7%	-0.2%	-10.7%	0.9%
L3MBTL1 block	9.2%	27.2%	8.3%	-3.4%	/
LMNA splice mod	2.5%	1.3%	3.0%	/	2.4%
Tau ThT inhib	-9.3%	14.6%	3.7%	-16.8%	3.3%
SMN2 splice enh	-16.2%	-10.8%	8.9%	-31.3%[inhibitor]	24.6%
RECQ1 inh	i	-1.5%	-5.0%	i	i
KDM4E inh	-4.4%	?	8.3%	-1.9%	-1.9%

From compound 19 up to 20, copied from above:
[19] COC(=O)COc1cc2ccccc2cc1C(=O)Nc1ccccc1
[20] CC(C)COc1ccccc1C(=O)NC(CO)C(=O)O (stereo unspecified)

compound no.	19	20
Luc counter	2.6%	-4.1%
ALDH1A1 inh	-10.7%	0.9%
L3MBTL1 block	-3.4%	/
LMNA splice mod	/	2.4%
Tau ThT inhib	-16.8%	3.3%
SMN2 splice enh	-31.3%[inhibitor]	24.6%
RECQ1 inh	i	i
KDM4E inh	-1.9%	-1.9%

New compounds follow:
[21] O=C(OCn1nnc2ccccc2c1=O)c1ccco1
[22] CN(C(=O)COC(=O)c1n[nH]c2ccccc12)c1ccccc1
[23] CCNC(=S)N/N=C/c1ccc(C#N)cc1
[24] Cc1ccc(NC(=O)C(C)c2ccc(-c3ccccc3)c(F)c2)c(C)c1 (stereo unspecified)
[25] Cc1cccc(NC(=O)CC2NC3CCCCC3NC2=O)c1 (stereo unspecified)

compound no.	21	22	23	24	25
Luc counter	2.4%	-2.8%	-0.5%	-5.4%	0.7%
ALDH1A1 inh	1.6%	1.1%	-9.8%	0.5%	-6.7%
L3MBTL1 block	20.4%	/	/	/	2.4%
LMNA splice mod	-9.8%	/	11.0%[46 µM]	-2.5%	-11.4%
Tau ThT inhib	-16.0%	-8.3%	-0.1%	-2.5%	-4.3%
SMN2 splice enh	19.5%	?	-78.7%[inhibitor]	-9.8%	9.1%
RECQ1 inh	-1.3%	i	i	i	-11.4%
KDM4E inh	3.6%	?	20.0%	3.2%	-1.6%

[26] Cc1ccc2c(c1)S/C(=C/c1ccc[n+](CCO)c1)N2C
[27] COc1c(O)ccc(/C=N/NC(=O)c2ccc3c(c2)OCCO3)c1[N+](=O)[O-]
[28] CC(=O)Nc1ccc(Nc2ccc(S(=O)(=O)C(F)(F)F)cc2[N+](=O)[O-])cc1
[29] Cc1cc(OC(=O)C2CC2)c([N+](=O)[O-])c(=O)[nH]1
[30] CN1CCN(S(=O)(=O)c2ccc(NC(=O)c3ccc(Br)o3)cc2)CC1
[31] COC(=O)c1ccc(Oc2nc(NC(C)C)nc(N(C)C)n2)cc1
[32] COc1ccc(C(=O)N(CCN2CCOCC2)CC(=O)NC2CCCC2)cc1OC

compound no.	26	27	28	29	30	31	32
Luc counter	-3.7%	/	/	-0.9%	1.2%	-5.1%	-3.8%
ALDH1A1 inh	-7.9%	/	?	6.5%	-1.6%	-7.1%	-12.9%
L3MBTL1 block	/	-16.1%	?	/	1.9%	5.0%[11.4 µM]	-1.5%
LMNA splice mod	/	/	?	8.6%[9.22 µM]	-0.5%	13.0%	-10.0%
Tau ThT inhib	?	?	?	-3.3%	-11.7%	?	-5.0%
SMN2 splice enh	-64.6%[inhibitor]	/	/	-15.1%	-7.5%	-27.5%	8.1%
RECQ1 inh	-4.4%	-4.6%	-0.8%	-3.0%	-2.9%	3.4%	-0.7%
KDM4E inh	-24.9%	3.3%	-1.3%	3.1%	1.0%	-1.7%	4.3%

Exported with tabs: part of the list above.
nr	mol	Luc counter	ALDH1A1 inh	L3MBTL1 block	LMNA splice mod	Tau ThT inhib	SMN2 splice enh	RECQ1 inh	KDM4E inh
21	O=C(OCn1nnc2ccccc2c1=O)c1ccco1	2.4%	1.6%	20.4%	-9.8%	-16.0%	19.5%	-1.3%	3.6%
22	CN(C(=O)COC(=O)c1n[nH]c2ccccc12)c1ccccc1	-2.8%	1.1%	/	/	-8.3%	?	i	?
23	CCNC(=S)N/N=C/c1ccc(C#N)cc1	-0.5%	-9.8%	/	11.0%[46 µM]	-0.1%	-78.7%[inhibitor]	i	20.0%
24	Cc1ccc(NC(=O)C(C)c2ccc(-c3ccccc3)c(F)c2)c(C)c1 (stereo unspecified)	-5.4%	0.5%	/	-2.5%	-2.5%	-9.8%	i	3.2%
25	Cc1cccc(NC(=O)CC2NC3CCCCC3NC2=O)c1 (stereo unspecified)	0.7%	-6.7%	2.4%	-11.4%	-4.3%	9.1%	-11.4%	-1.6%
26	Cc1ccc2c(c1)S/C(=C/c1ccc[n+](CCO)c1)N2C	-3.7%	-7.9%	/	/	?	-64.6%[inhibitor]	-4.4%	-24.9%
27	COc1c(O)ccc(/C=N/NC(=O)c2ccc3c(c2)OCCO3)c1[N+](=O)[O-]	/	/	-16.1%	/	?	/	-4.6%	3.3%
28	CC(=O)Nc1ccc(Nc2ccc(S(=O)(=O)C(F)(F)F)cc2[N+](=O)[O-])cc1	/	?	?	?	?	/	-0.8%	-1.3%
29	Cc1cc(OC(=O)C2CC2)c([N+](=O)[O-])c(=O)[nH]1	-0.9%	6.5%	/	8.6%[9.22 µM]	-3.3%	-15.1%	-3.0%	3.1%
30	CN1CCN(S(=O)(=O)c2ccc(NC(=O)c3ccc(Br)o3)cc2)CC1	1.2%	-1.6%	1.9%	-0.5%	-11.7%	-7.5%	-2.9%	1.0%
31	COC(=O)c1ccc(Oc2nc(NC(C)C)nc(N(C)C)n2)cc1	-5.1%	-7.1%	5.0%[11.4 µM]	13.0%	?	-27.5%	3.4%	-1.7%
32	COc1ccc(C(=O)N(CCN2CCOCC2)CC(=O)NC2CCCC2)cc1OC	-3.8%	-12.9%	-1.5%	-10.0%	-5.0%	8.1%	-0.7%	4.3%
